# Screening data: PubChem BioAssay, NMMLSC
# Myeloid diff 2: compounds promoting myeloid differentiation; ER-HoxA9 myeloid progenitors, lysozyme-GFP differentiation, flow cytometry; calls only at 10 µM; 360,000 tested, 1% active; AID 624256;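 active = normalized GFP-positive differentiation at or above the plate's own cutoff, the solvent-only control mean plus 3 SD; inconclusive = no clear call, values can overlap the other calls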;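 also: cells exposed to compound for four days before flow analysis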
# Myeloid diff 2 GFP+ MAC1+ %: recorded beside Myeloid diff 2, whose call it bears; GFP+ MAC1+ double positive, %; measured here: differentiation confirmed by MAC1 staining
# An asterisk follows results filed as active; i = inactive; u = inconclusive; x = not tested or not shown; + = active, no number. These rows are one share of the data; rates above refer to the full screens.
SMILES,Myeloid diff 2,Myeloid diff 2 GFP+ MAC1+ %
Oc1ccccc1CC=NC1CCCCC1,+,8.9*
CC(C)c1cccc(-c2csc(C(C)(O)c3ccccc3)n2)c1 (stereo not given),i,0.6
CN(C)Cc1csc(NC(=O)Nc2ccccc2Cc2ccccc2)n1,i,0.1
COc1ccc(OC)c2c1C(=O)CC2C (stereo not given),i,0.5
C=C1[C@H](C)CN(S(=O)(=O)C(C)(C)C)[C@H]1CCO,i,0.5
CCCCc1c(-c2ccc(OC)c(OC)c2)ncn1CCc1ccccc1OC,i,6.8
O=C(CCCCCCCC(=O)N1CCCCC1)N1CCCCC1,i,0.7
O=C(COC(=O)CNC(=O)c1ccccc1)NCc1ccc2c(c1)OCO2,i,0.4
O=C(NC1(C(=O)O)CCCC1)c1ccccc1,i,1.6
COC(=O)C[C@H]1CC[C@@H](NC(=O)c2ccncc2)[C@@H](CO)O1,i,1.7
CC(C)c1ccc(CC(=O)N2CCC2(C)C(=O)NCCC#N)cc1 (stereo not given),i,1.2
CCOC(=O)[C@H]1[C@H]2COc3ccccc3[C@@H]2N2C(=O)CN(Cc3ccc(C)cc3)C(=O)[C@@]12C,i,2.0
CCN(C[C@H]1N[C@@](CC)(C(=O)OC)[C@H]2C(=O)N(C)C(=O)[C@@H]12)C(=O)COC,i,2.2
C[C@H]1CN([C@@H](C)CO)S(=O)(=O)c2ccc(Br)cc2O[C@@H]1CN(C)Cc1ccccc1,i,0.8
O=C(NN=Cc1ccccc1O)C1CC1,i,0.6
COc1ccc(-c2nc3c4ccccc4ccn3c2Cc2ccc(C)cc2)cc1OC,i,0.2
Cc1cc(C(=O)OCC(=O)c2cccs2)ccc1[N+](=O)[O-],i,0.8
CCC(=O)N1CCCC1(C)C(=O)Nc1ccc(C)c(C)c1 (stereo not given),i,1.3
CSCCC(c1nc2ccccc2[nH]1)n1c(=O)c(-c2cccnc2)nc2ccccc21 (stereo not given),i,0.4
COc1ccc(/C=C(/NC(=O)c2ccco2)C(=O)NCc2ccco2)cc1,i,0.4

# Some values from the entries so far.
# Myeloid diff 2 GFP+ MAC1+ % result of O=C(COC(=O)CNC(=O)c1ccccc1)NCc1ccc2c(c1)OCO2 reads 0.4
# Myeloid diff 2 GFP+ MAC1+ % result of CC(C)c1ccc(CC(=O)N2CCC2(C)C(=O)NCCC#N)cc1 (stereo not given) reads 1.2

# More structures:
SMILES,Myeloid diff 2,Myeloid diff 2 GFP+ MAC1+ %
CC[C@H](C)[C@H]1CNC(=O)C(=O)N1CC1CCN(CCc2ccccc2)CC1,i,0.8
C#CCN(C[C@H]1[C@H](OC(=O)Nc2cccs2)[C@H](OC(=O)Nc2cccs2)C[C@H]2C(=O)N(c3ccccc3)C(=O)[C@@H]12)S(=O)(=O)c1ccc(C)cc1,i,0.9
CCCCC[C@@H](/C=C/C1C(=O)C=C[C@H]1C/C=C\CCCC(=O)OC)OC(C)=O (stereo not given in full),i,0.7
COc1ccc(CN(C)C[C@@H]2OCCCC[C@@H](C)Oc3ccc(N(C)C)cc3C(=O)N([C@H](C)CO)C[C@@H]2C)cc1,i,0.7
CC1=C(C(=O)N2CCCCCC2)CC(CC(=O)NC2CCCCC2)C(=O)N1Cc1ccc(F)cc1 (stereo not given),i,0.0
CCOc1ccc(CCN2C(=O)C(=O)N([C@@H](Cc3ccccc3)CN3CCC[C@H]3CN3C(=O)C(=O)NC[C@@H]3Cc3ccc(O)cc3)C[C@@H]2Cc2ccc(O)cc2)cc1,i,0.8
CCCCN1CC(C)(C)[C@H](CC(=O)NC)C1=O,i,0.1
COC(=O)C(C(=O)OC)c1ccccc1CNS(=O)(=O)c1ccc(C)cc1,i,1.6
Cc1ccccc1SCC(=O)OCC(=O)N1CC(=O)Nc2ccccc21,i,0.8
COc1ccc2[nH]c3c(c2c1)CCN1C(=O)C(CC(=O)NCc2ccc(OC)c(OC)c2)C[C@H](C(=O)N2CCOCC2)[C@@]31CCC1CCCC1 (stereo not given in full),i,2.1
Cc1ccc(NC(=O)Cn2cnc3c(OCc4ccccc4)ncnc32)cc1C,i,0.4
O=C(Cc1ccsc1)NCC(=O)Nc1ccccc1Br,i,0.3
COc1cc(OC)c2c(-c3cccc(-c4ccoc4)c3)cc(=O)oc2c1,i,0.4
O=C(NCc1ccccc1)C1C(=O)Nc2ccccc2C(=O)N1C1CCCC1 (stereo not given),i,1.0
Cc1cccc(N2CCN(C(=O)c3cccc(S(=O)(=O)N4CCCCC4)c3)CC2)c1C,i,1.3
COc1ccc(C(CNC(=O)c2ccc(-c3ccccc3Cl)o2)N2CCCC2)cc1 (stereo not given),i,0.3
Cc1ccc(Cn2c(C)c(C(=O)NCc3ccc(Cl)c(Cl)c3)sc2=O)cc1,i,2.0
CNC(=O)c1cn2c3c(ccc(Cl)c3c1=O)OC(C)C2 (stereo not given),i,0.6
CCN(CC)S(=O)(=O)c1ccc(N2CCOCC2)c(NS(=O)(=O)c2ccc(Cl)s2)c1,i,0.6
O=C(COC(=O)c1cc2ccccc2cc1O)Nc1ccccc1F,i,1.6
CC(O)(P(=O)(O)O)P(=O)(O)O,i,1.4
O=[N+]([O-])c1cccc(S(=O)(=O)/N=C(/Nc2ccccc2)c2ccccc2)c1,i,1.7
CC1(C(=O)Nc2ccc(Cl)c(C(F)(F)F)c2)Cc2c(-c3ccc4c(c3)OCO4)ccnc2O1 (stereo not given),i,0.4
O=C(O)CCC1(CCC(=O)O)CCCC(CCC(=O)O)(CCC(=O)O)C1=O,i,1.3
COC(=O)[C@]1(C)N[C@H](CN(C)C(=O)Nc2ccccc2)[C@@H]2C(=O)N(Cc3ccccc3)C(=O)[C@@H]21,i,1.1
Cc1cccc(-c2cnc(C(O)c3cc(C)cc(C)c3)[nH]2)c1 (stereo not given),i,0.7
CCC(Oc1ccccc1)C(=O)N(CC)CC(=O)NCc1ccc(F)cc1 (stereo not given),i,0.7
C[C@H](CO)N1C[C@H](C)[C@H](CN(C)C(=O)c2ccccn2)Oc2ncc(Br)cc2C1=O,i,1.1
O=C(COC(=O)Cn1cnc2ccccc2c1=O)NCc1ccccc1,i,0.4
COc1ccccc1NC(=O)C1CC(C(C)C)OC1=O (stereo not given),i,0.2
CCOC(=O)C1(C)CCN1C(=O)c1ccc(C(=O)OC)cc1 (stereo not given),i,1.5
CC1=C(C(=O)N2CCOCC2)CC(CC(=O)NCCCCc2ccccc2)C(=O)N1Cc1ccc(F)cc1 (stereo not given),i,0.4
C[C@@H](CN1CCC[C@H]1CN1C(N)=NC[C@@H]1Cc1ccccc1)N1C[C@@H](Cc2ccccc2)N(CCc2ccc(Cl)c(Cl)c2)C1=N,i,0.6
CCc1nc2c(OCc3ccc(C(=O)N(C)C)cc3)cccn2c1N(C=O)Cc1ccccc1,i,0.6
CCOC(=O)C1=CCC2C(=O)N(Cc3ccccc3)C(=O)C12 (stereo not given),i,1.7
Cc1cc(=O)n2nc(N3CCCC(C(=O)Nc4cccc(C)c4C)C3)sc2n1 (stereo not given),i,5.1
CCOc1ccc(OCc2ccc(C(=O)NN=Cc3ccc[nH]3)cc2)cc1,i,0.0
C[C@H](CO)N1C[C@H](C)[C@@H](CN(C)C(=O)Nc2ccccc2)Oc2c(NC(=O)C3CCCCC3)cccc2C1=O,i,1.1
Cn1c(=O)c2cc(NC(=O)Nc3cccnc3)ccc2n1Cc1cccc(C(F)(F)F)c1,i,0.7
O=C(Nc1cccc(C(=O)O)c1)/C(=C\c1ccccc1)NC(=O)c1ccco1,i,0.6
CCCCCCn1cc(CN2CC(N3CCN(C)CC3)CS2(=O)=O)nn1 (stereo not given),i,0.9
Cc1ccccc1/C(=N\S(=O)(=O)c1ccc(Br)cc1)Nc1ccccc1,i,0.6
Cc1nn(CC(=O)NC2(C)CCS(=O)(=O)C2)c(C)c1S(=O)(=O)N(C)C (stereo not given),i,0.2
COc1ccc(NC(=O)c2ccccc2SCc2ccccc2)cc1,i,0.3
O=C(NC(=S)NCc1ccc(Cl)cc1)c1ccco1,i,1.4
CCOc1ccccc1NC(=O)C1C(c2ccccc2)C1(Cl)Cl (stereo not given),i,0.4
COc1ccc(CCN2C(=O)c3ccccc3C2c2nnnn2-c2ccc3c(c2)OCCO3)cc1OC (stereo not given),i,0.7
CNC(=O)C1CC(=O)N(c2ccc(OCC(=O)Nc3ccc(F)cc3)cc2)C1 (stereo not given),i,0.6
Nc1cc2c(cc1[N+](=O)[O-])-c1ccccc1C2=NO,u,x
COCCNC(=O)c1cccc2c1C(=O)c1ccc(N3CCOCC3)cc1S2(=O)=O,i,0.8
CC(=O)c1cccc(OCC(=O)N(CCC2=CCCCC2)c2c(N)n(Cc3ccccc3)c(=O)[nH]c2=O)c1,i,1.1
CN(C)c1nc(Cl)nc2c1nc(Cl)n2C1CCCCO1 (stereo not given),i,0.4
COc1cccc(N2C(=O)CC(N3CCN(S(=O)(=O)c4ccccc4[N+](=O)[O-])CC3)C2=O)c1 (stereo not given),i,0.7
Cc1cccc(C)c1-n1nnnc1C(c1cc2ccccc2o1)N1CCN(C/C=C/c2ccccc2)CC1 (stereo not given),i,0.9
CN(c1ccccc1)S(=O)(=O)c1cccc(NC(=O)C2=NNC(=O)CC2)c1,i,0.6
Cc1ccc(-c2nc3c(Cl)cc(C(F)(F)F)cn3c2Cc2ccccc2C(F)(F)F)cc1,i,2.5
CN(CCc1ccccc1)C(=O)c1ccc(NC(=O)Cc2ccc(NC(=O)C3CCCN(C(=O)c4ccccc4)C3)cc2)cc1 (stereo not given),i,0.6
CCN(C(=O)COC(=O)Cn1c(=O)oc2ccccc21)c1c(N)n(Cc2ccccc2)c(=O)[nH]c1=O,i,0.3
COc1ccc(C)cc1NC(=O)NC1CC(=O)N(c2ccc3c(c2)OCCO3)C1 (stereo not given),i,0.3
Cc1cccc(-c2cccc3nccn23)c1,i,0.6

# 4 of the entries above in order of their number in Myeloid diff 2 GFP+ MAC1+ %, lowest first.
Compound	Myeloid diff 2 GFP+ MAC1+ %
COc1ccc(NC(=O)c2ccccc2SCc2ccccc2)cc1	0.3
CCOc1ccccc1NC(=O)C1C(c2ccccc2)C1(Cl)Cl (stereo not given)	0.4
CN(c1ccccc1)S(=O)(=O)c1cccc(NC(=O)C2=NNC(=O)CC2)c1	0.6
COCCNC(=O)c1cccc2c1C(=O)c1ccc(N3CCOCC3)cc1S2(=O)=O	0.8

# Molecules above with an aryl thioether with sulfur outside any ring (two):
SMILES,Myeloid diff 2,Myeloid diff 2 GFP+ MAC1+ %
Cc1ccccc1SCC(=O)OCC(=O)N1CC(=O)Nc2ccccc21,i,0.8
COc1ccc(NC(=O)c2ccccc2SCc2ccccc2)cc1,i,0.3

# Next section.
SMILES,Myeloid diff 2,Myeloid diff 2 GFP+ MAC1+ %
CC(=O)c1ccc(OC2(C)CCN(Cc3cc4ccccc4[nH]3)C2)cc1 (stereo not given),i,2.3
O=C(NCC1CCCCC1)c1ccc2nc([C@H]3C[C@H](O)[C@@H](CO)O3)[nH]c2c1,i,0.3
CC(C)C[C@@H](CN1CCCC1CN1C(=S)NC[C@@H]1Cc1ccccc1)N1C[C@H](Cc2ccccc2)N(CCc2ccccc2)C1=S (stereo not given in full),i,1.9
Cc1ccccc1S(=O)Cc1ccc(C(=O)N2CCN(C3CCCCC3)CC2)o1 (stereo not given),i,1.0
COc1ccc(Cc2c(-c3ccc(F)cc3)nc3ccc(Cl)cn23)c(C)c1,i,0.7
CC(=O)NC(=Cc1ccccc1)C(=O)N1CCCC1C(=O)O (stereo not given),i,0.4
COc1ccc2nc3n(c(=O)c2c1)-c1ncccc1C(=O)NC3Cc1ccccc1 (stereo not given),i,0.8
O=C(C=CC(=O)OC1CCCCC1)OC1CCCCC1,i,0.9
CN(CC(=O)Nc1ccc(F)c(F)c1F)C(=O)c1ccc(N2CCCC2=O)cc1,i,1.3
CC1(c2nnnn2-c2ccc3c(c2)OCCO3)CCC(=O)N1CCCn1ccnc1 (stereo not given),i,0.5
Cc1cc(F)ccc1-c1cc(C(=O)N2CCN(c3ccncc3)CC2)[nH]n1,i,1.1
C=CCNc1ncnc2c1ncn2[C@H]1CN(Cc2ccco2)C[C@@H](CO)O1,i,0.6
COc1cc(COc2ccc(S(=O)(=O)N3CCOCC3)cc2[N+](=O)[O-])ccc1OC(F)F,i,0.4
O=C(ONC(=O)C1CCCCC1C(=O)NOC(=O)c1ccccc1)c1ccccc1 (stereo not given),i,0.5
COc1ccccc1C#CC1=CC(=O)C[C@H](c2ccc(F)cc2)C1,i,0.8
CCN1C(=O)[C@H]2[C@@H](c3ccc(OC)cc3)N[C@]3(CCCN(Cc4ccc(F)cc4)C3=O)[C@H]2C1=O,i,0.7
COc1ccc(C2/C=C\CN(CC(C)C)CC(=O)N2Cc2cccc(F)c2)cc1 (stereo not given),i,1.6
C[C@@H](C(=O)Nc1ccc(SC(F)F)cc1)N1C(=O)C2CCCCC2C1=O (stereo not given in full),u,x
CCN1CCN(C(=O)N(CC(=O)Nc2ccc(C(N)=O)cc2)S(=O)(=O)c2ccc(C)cc2)CC1,i,0.5
CN(C)S(=O)(=O)N1CCC(Oc2ccc(C(=O)N3CCCCCC3)cc2)CC1,+,24.1*
COc1ccc(C(=O)OCC(=O)N2CC(=O)Nc3ccccc32)cc1Br,i,1.2
COc1ccc(NS(=O)(=O)c2ccc(C)c(C(=O)NCc3ccccc3CN3CCCC3)c2)cc1,i,0.7

# One compound at a time (already shown):
# CN(CC(=O)Nc1ccc(F)c(F)c1F)C(=O)c1ccc(N2CCCC2=O)cc1 across the screens: Myeloid diff 2 = i; Myeloid diff 2 GFP+ MAC1+ % = 1.3
# CCN1CCN(C(=O)N(CC(=O)Nc2ccc(C(N)=O)cc2)S(=O)(=O)c2ccc(C)cc2)CC1 across the screens: Myeloid diff 2 = i; Myeloid diff 2 GFP+ MAC1+ % = 0.5
# COc1ccc(C2/C=C\CN(CC(C)C)CC(=O)N2Cc2cccc(F)c2)cc1 (stereo not given) across the screens: Myeloid diff 2 = i; Myeloid diff 2 GFP+ MAC1+ % = 1.6
